Source: PubChem BioAssay (Sanford-Burnham Center for Chemical Genomics)
SENP8 block-1 – human SENP8 protease inhibitors, primary screen, biochemical, fluorescence, Nedd8 protein substrate, uHTS | Sentrin-specific protease 8 (Homo sapiens), Q96LD8 | recombinant SENP8 | inhibition, % at 20 µM | 360,000 tested, 0.64% active | AID 602440, 2012; in the data active = inhibition mostly above about 40%, no sharp cut-off; inactive = mostly below about 27%
Target sequence (Q96LD8 whole entry, looked up): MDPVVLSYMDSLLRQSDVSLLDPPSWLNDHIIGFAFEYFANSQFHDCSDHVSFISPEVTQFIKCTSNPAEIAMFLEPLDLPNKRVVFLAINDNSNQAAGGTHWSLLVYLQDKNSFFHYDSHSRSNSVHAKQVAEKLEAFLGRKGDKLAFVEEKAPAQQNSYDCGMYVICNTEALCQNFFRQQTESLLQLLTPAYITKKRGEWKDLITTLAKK
SENP1 FRET inh – human SENP1 catalytic domain inhibitors, primary screen, biochemical, FRET, uHTS. Sentrin-specific protease 1 (Homo sapiens), Q9P0U3. 360,000 tested, 0.21% active. inhibition, % at 10 µM. AID 624204, 2012. recombinant SENP1 catalytic domain, CyPet-SUMO1-YPet FRET cleavage;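 active = inhibition at least 30% at 10 µM, raw YFP signal under a set limit, fluorescence ratio 0.5 to 1.5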;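 note: 0% = enzyme with DMSO and 100% = no enzyme wells; some results filed as inactive read as strong as hits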
Target sequence (Q9P0U3 419-644 limits assumed): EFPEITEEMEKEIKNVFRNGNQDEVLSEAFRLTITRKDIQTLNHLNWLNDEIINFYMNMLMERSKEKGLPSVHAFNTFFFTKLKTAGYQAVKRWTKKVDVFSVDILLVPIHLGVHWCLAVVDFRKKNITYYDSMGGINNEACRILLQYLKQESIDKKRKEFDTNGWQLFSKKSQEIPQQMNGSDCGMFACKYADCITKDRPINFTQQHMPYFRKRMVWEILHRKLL
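System: Recombinant human SENP1 catalytic domain, His6-tagged | Incubation: Enzyme reaction for 50 min at room temperature, dark | Medium: Tris pH 8 with BME, BSA, NP40 and catalase | Also added: 25 nM SUMO1 FRET substrate | Compound: 10 µM single point, 0.5% DMSO | Measured by: FRET fluorescence in CFP and YFP emission channels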
SENP6 inh – SENP6 protease inhibitors, primary screen, biochemical, luminescence, uHTS. Sentrin-specific protease 6 (Homo sapiens), Q9GZR1. Recombinant SENP6 catalytic domain, aminoluciferin luminescence. inhibition, % at 10 µM. 330,000 tested, 1.8% active;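 active = inhibition above about 50% at the single tested dose, limit read from the data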;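 note: plate controls were DMSO wells with enzyme for no effect and DMSO wells lacking enzyme for full effect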
Apaf1 inhib – inhibitors of human Apaf-1 apoptosome, primary screen, biochemical, DEVD-Rh110 fluorescence, uHTS. AID 489030, 2010. reconstituted apoptosome caspase-3 activity. Apoptotic protease-activating factor 1 (Homo sapiens), O14727. 330,000 tested, 0.71% active. inhibition, % at 20 µM; active = inhibition of at least 40% at 20 µM;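 note: plate controls were DMSO wells for no effect and DEVD-CHO caspase inhibitor wells for full effect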
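System: reconstituted apoptosome with Apaf-1, cytochrome c, caspase-9, procaspase-3, dATP; Signal: Rh110 fluorescence intensity; Schedule: 30 min compound preincubation, 50 min activation, room temperature; Reagent: cytochrome c trigger plus (Z-DEVD)2-Rh110 caspase-3 substrate.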
SENP8 block-2 – SENP8 protease inhibitors, primary screen, biochemical, luminescence; inhibition, % at 10 µM; AID 2540, 2010; purified SENP8, Z-RLRGG-aminoluciferin cleavage; 330,000 tested, 1.2% active; in the data active = inhibition above about 50%
SENP7 block – SENP7 protease inhibitors, primary screen, biochemical, luminescence, uHTS | inhibition, % at 5 µM | 330,000 tested, 1.5% active | Sentrin-specific protease 7 (Homo sapiens), Q9BQF6 | recombinant SENP7, Z-RLRGG-aminoluciferin luminescence, 40 min;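 active = inhibition above about 50% at the single test dose, limit read from the data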;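 note: plate controls were DMSO with enzyme for no effect and no enzyme buffer wells for full effect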
Target sequence (Q9BQF6 706-1050 limits assumed): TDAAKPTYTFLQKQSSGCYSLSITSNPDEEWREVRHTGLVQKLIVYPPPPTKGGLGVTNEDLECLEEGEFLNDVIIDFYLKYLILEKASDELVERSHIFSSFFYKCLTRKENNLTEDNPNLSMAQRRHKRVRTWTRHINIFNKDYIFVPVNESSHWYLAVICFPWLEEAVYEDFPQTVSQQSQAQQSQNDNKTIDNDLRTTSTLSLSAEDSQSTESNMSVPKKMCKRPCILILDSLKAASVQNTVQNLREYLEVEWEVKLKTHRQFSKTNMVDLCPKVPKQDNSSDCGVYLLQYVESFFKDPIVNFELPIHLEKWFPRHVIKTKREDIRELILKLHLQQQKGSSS
PfGluPho inh – PfG6PD enzyme inhibitors, primary screen, biochemical, fluorescence intensity, uHTS. PfGluPho enzyme, NADPH resazurin-diaphorase fluorescence. 350,000 tested, 0.78% active. inhibition, % at 20 µM. glucose-6-phosphate dehydrogenase-6-phosphogluconolactonase (Plasmodium falciparum 3D7). AID 504690, 2011;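 active = inhibition reaching at least a set limit at 20 µM in the primary screen, cut at about 59% in these data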;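 note: 0% = DMSO wells with substrate and 100% = DMSO wells lacking glucose-6-phosphate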
HKDC1 inhibitor – HKDC1 hexokinase inhibitors, primary screen, biochemical, fluorescence, uHTS. recombinant HKDC1, G6PDH/diaphorase resazurin coupled fluorescence. inhibition, % at 20 µM. 340,000 tested, 0.16% active. Q2TB90;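 active = inhibition above about 35% when tested at 20 µM, limit read from the data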;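 note: plate controls were DMSO wells with enzyme for no effect and DMSO wells lacking enzyme for full effect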
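Test system: Recombinant HKDC1 (HK5) hexokinase enzyme, produced in-house | Input: HKDC1 at 5 µg/mL | Buffer or medium: Tris pH 8.0 buffer with MgCl2, Tween-20, BSA, BME | Schedule: 90 min reaction incubation at room temperature, dark | Technique: Resazurin-to-resorufin fluorescence via G6PDH and diaphorase coupling, 525/613 nm | Controls: DMSO wells with and without enzyme mix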
The depositor's hits bear a star; nt = not tested or not shown.

SMILES	SENP8 block-1	SENP1 FRET inh	SENP6 inh	Apaf1 inhib	SENP8 block-2	SENP7 block	PfGluPho inh	HKDC1 inhibitor
COc1cc(Br)c(-c2sc(Nc3ccccc3)n[n+]2-c2ccccc2)cc1OC	6	2	-6	14	1	3	10	-2
C/C(=N\N=C(/N)SC1CC(=O)N(c2cccc(Cl)c2)C1=O)c1cccs1 (stereo not drawn)	13	2	-13	-6	1	-9	-11	-5
CC(C)Nc1ccc(Nc2ccnc3cc4ccccc4cc23)cc1	39	-26	-16	16	-9	5	65*	3
CCCCOc1ccc(C(=O)N/C(=C/c2cccc([N+](=O)[O-])c2)C(=O)O)cc1	2	-2	-13	2	1	10	-17	-5
CCOc1cccc2c1OC1(C)CC2NC(=O)N1c1ccc(OC)cc1 (stereo not drawn)	27	-1	2	7	-3	-8	-11	-4
COC(=O)c1ccc2nc(C)c(C)nc2c1	24	-2	-9	7	-8	-5	13	4
Cc1cccc(N(CC(=O)N/N=C/c2cc([N+](=O)[O-])ccc2Cl)S(C)(=O)=O)c1C	20	0	8	3	4	0	123*	-1
O=C(CCCCC(=O)N1CCOCCOCCOCC1)OCc1ccccc1	11	0	-6	2	-6	-12	-8	-1
Cc1ccc(-c2nn(-c3ccccc3)cc2/C=C/C(=O)Nc2cccc(S(N)(=O)=O)c2)cc1	-81	1	-5	-6	-4	2	14	2
CC(C)(C)c1cc(CCC(=O)N2CCNCC2)c(C(C)(C)C)cc1O	7	2	14	22	4	-2	11	4
C=CCOC(=O)C1=C(C)NC(SCC(=O)Nc2nccs2)=C(C#N)C1c1cccs1 (stereo not drawn)	-76	-110	5	17	2	3	-23	0
O=C(Nc1ccc(S(=O)(=O)N2CCCC2)cc1)c1cnccn1	7	2	0	10	-13	11	4	-11
COc1ccc(CN2CC(C(=O)NCCCN3CCCCC3)CC2=O)cc1 (stereo not drawn)	21	3	11	2	-10	3	-1	4
CC(Sc1ccc(Cl)cc1)C(=O)Nc1ccccc1-c1ccccc1 (stereo not drawn)	26	1	nt	nt	nt	nt	41	1
COc1ccccc1NS(=O)(=O)c1cc(NC(=O)CC(C)(C)C)ccc1N1CCOCC1	-7	1	7	5	8	0	12	-2
COc1ccc(/C=C2/C(=O)N(c3cccc(F)c3)N=C2C)c(OC)c1	41*	1	20	90*	-2	49	-1	4
Cc1ccc(NC(=O)CCCc2nc3ccccc3c(=O)[nH]2)c(Cl)c1	-1	-1	-2	-7	0	3	17	-1
Cc1cccc(NC(=O)c2cc(=O)c3ccccc3o2)n1	8	0	-8	-10	-15	2	-2	1
CC(=O)NC1(c2ccccc2)CCN(C(=O)N2CCOCC2)CC1	17	1	-11	3	1	-7	-4	-3
Brc1ccc(-c2csc(N3CCCCCC3)n2)cc1	-1	3	-15	9	-2	2	8	-2
Cc1ccc(N(CC(=O)NCCSc2ccccn2)S(=O)(=O)c2ccc(F)cc2)cc1	2	-1	-10	0	10	-2	8	-7
CCN1CCN(/C=N/c2nc3c(s2)CCCC3)CC1	7	-1	41	-3	22	41	9	-9
COCCNC(=O)c1ccc(CN2CCC(Cc3ccccc3)CC2)cc1	19	2	-13	1	7	5	-1	-6
CN(C(=O)CSc1nnc(-c2ccccc2)n1C)C1CCS(=O)(=O)C1 (stereo not drawn)	6	2	-1	-15	2	7	-14	-7
COc1ccc(C)cc1NC(=O)C(NCC1CCCO1)c1ccccc1 (stereo not drawn)	8	1	-20	-5	-13	-3	-15	-4

A second format for part of the listing above.
Structure,SENP8 block-1,SENP1 FRET inh,SENP6 inh,Apaf1 inhib,SENP8 block-2,SENP7 block,PfGluPho inh,HKDC1 inhibitor
C=CCOC(=O)C1=C(C)NC(SCC(=O)Nc2nccs2)=C(C#N)C1c1cccs1 (stereo not drawn),-76,-110,5,17,2,3,-23,0
CCCCOc1ccc(C(=O)N/C(=C/c2cccc([N+](=O)[O-])c2)C(=O)O)cc1,2,-2,-13,2,1,10,-17,-5
CCOc1cccc2c1OC1(C)CC2NC(=O)N1c1ccc(OC)cc1 (stereo not drawn),27,-1,2,7,-3,-8,-11,-4
COc1cc(Br)c(-c2sc(Nc3ccccc3)n[n+]2-c2ccccc2)cc1OC,6,2,-6,14,1,3,10,-2
Cc1ccc(NC(=O)CCCc2nc3ccccc3c(=O)[nH]2)c(Cl)c1,-1,-1,-2,-7,0,3,17,-1
Cc1cccc(N(CC(=O)N/N=C/c2cc([N+](=O)[O-])ccc2Cl)S(C)(=O)=O)c1C,20,0,8,3,4,0,123*,-1

Following part.
SMILES	SENP8 block-1	SENP1 FRET inh	SENP6 inh	Apaf1 inhib	SENP8 block-2	SENP7 block	PfGluPho inh	HKDC1 inhibitor
CCCCCCCc1c(O)nc(SCCN2CCOCC2)[nH]c1=O	0	2	-4	0	-4	-1	12	-12
COc1ccnc(Oc2ccccc2)c1C(N)=O	6	1	8	6	-3	-4	22	-10
CCc1nnc2n1N=C(c1ccc([N+](=O)[O-])cc1)CS2	27	2	-7	-7	8	-2	29	-5
CCCNC(=O)c1sc2c(c1C(=O)Nc1ccccn1)CCCC2	-116	0	-8	13	-9	-13	17	-1
COC(=O)c1ccc(COc2ccccc2/C=C(\C#N)C(=O)Nc2c(C)cccc2C)cc1	13	2	-1	12	8	4	17	11
Cc1ccc(Nc2c(-c3ccco3)nc3ccccn23)cc1	-275	-28	16	7	2	4	8	-11
COc1ccc(N2CCN(C(C)C(=O)Nc3nnc(C)s3)CC2)cc1 (stereo not drawn)	8	-2	-12	0	-1	-2	6	-8
COc1ccccc1-c1sc2ccccc2c1C#CC1(O)CCCCC1	-235	1	-9	20	-16	-12	17	10
CCOCCn1c(CN2CCCCC2)nc2c1c(=O)n(C)c(=O)n2C	0	2	-6	-7	14	-5	8	-7
COc1cccc(C(=O)Nc2cccc(C(C)=O)c2)c1	-7	3	-8	2	11	35	10	-4
Cc1ccc(Cl)cc1N1CCN(S(=O)(=O)c2c(C)noc2C)CC1	10	0	-8	6	-5	6	15	-1
Cn1c(Cn2c(=O)sc3ccccc32)nnc1SCC(=O)Nc1ccccc1F	16	1	5	2	6	-3	27	-12
O=C(Cn1ccc([N+](=O)[O-])n1)NCC1CCCO1 (stereo not drawn)	-6	1	10	-1	2	0	-1	-6
CCOC(=O)/C(C#N)=C\c1c(OCC)n(CC)c2ccccc12	35	-2	-7	8	3	4	-16	17
CC(C)OC(=O)CC(=O)CSc1nc2c(cc1C#N)CCCCC2	-320	-19	-23	27	3	4	-12	4
COc1cc(C(=O)Nc2cc(-c3cn4cccnc4n3)ccc2C)cc(OC)c1OC	-431	1	11	-26	-6	1	8	-2
CC1CCN(C(=O)CCNS(=O)(=O)c2ccccc2)CC1	17	3	3	-1	-3	2	-21	-5
CN(Cc1ccccc1)C(=O)CN(C1CCCCC1)S(C)(=O)=O	4	-1	1	5	-2	4	-5	-1
CCCN(CCC)C(=O)CSc1nc2c(sc(=S)n2-c2ccc(OCC)cc2)c(=O)[nH]1	16	3	1	21	6	9	-9	-4
COc1ccc(-c2nc(CN3CCN(C(=O)c4ccco4)CC3)c(C)o2)c(F)c1	-30	-7	-13	-9	0	0	1	0
CSc1nnc(CSCc2ccc(Cl)cc2Cl)n1-c1ccccc1	11	1	-9	17	-10	1	9	-2
COc1cc(C(=O)Nc2nncs2)cc(OC)c1OC	15	1	8	-1	3	-1	14	0
COc1ccc(/C=C/c2nc3ccccc3n2C)cc1	-433	2	101*	-5	96*	101*	73*	-5
O=C(OCN1C(=O)c2ccccc2C1=O)c1ccco1	15	0	7	-2	6	11	-6	-14
COc1ccc(CN2CCNC(=O)C2CC(=O)N(C)CC2CCOCC2)cc1OC (stereo not drawn)	13	-3	7	3	3	4	-6	-6

Next structures
SMILES	SENP8 block-1	SENP1 FRET inh	SENP6 inh	Apaf1 inhib	SENP8 block-2	SENP7 block	PfGluPho inh	HKDC1 inhibitor
O=C(c1ccccc1F)N1CCN(c2ccc([N+](=O)[O-])c(NCc3cccnc3)c2)CC1	35	1	-50	8	0	6	21	3
O=S(=O)(Nc1nc2ccccc2nc1Cl)c1ccc2c(c1)OCCO2	-239	-12	-2	-8	-1	-1	-15	1
CCOC(=O)c1c(=O)n(O)c2ccc(OC)cc2[n+]1[O-]	32	86	1	-4	2	10	-2	-1
O=C(CN1CCCCC1)Nc1cccc(Br)c1	8	0	-21	-9	-2	0	-4	1
CC(=O)c1cnc2c(-c3ccccc3)c(C(F)(F)F)nn2c1C	-117	-25	1	4	5	6	-1	-5
Cc1ccc(NC(=O)COc2ccc(/C=C3/NC(=O)NC3=O)cc2)cc1	-41	0	0	-10	-7	16	-1	-5
C/C(=N\N1CCN(Cc2ccccc2Cl)CC1)c1ccc([N+](=O)[O-])cc1	21	2	-17	-13	2	12	-10	1
CCC(CC)C(=O)N1c2ccc(F)cc2CCC1C (stereo not drawn)	13	0	2	-6	-3	1	0	-6
Cc1ccc(NC(=O)CN2CCC(C(N)=O)CC2)cc1[N+](=O)[O-]	17	2	-6	9	-4	-6	-21	12
CCOC(=O)c1ccc(-n2c(CN3CCOCC3)nc3ccc([N+](=O)[O-])cc3c2=O)cc1	35	0	-8	-25	10	5	17	-1
CCOC(=O)C12CNC(=O)C(C(=O)OCC)(CNC1=O)C2	19	0	0	-4	4	5	-5	-6
COc1ccc(NC(=O)CC2SC(N3CCOCC3)=NC2=O)c(OC)c1 (stereo not drawn)	4	0	-1	1	0	7	-6	-2
Fc1cccc(Cl)c1-c1nnc2ccc3ccccc3n12	-16	2	-8	11	3	0	53	2
O=C(CCn1c(=O)c2ccccc2n(Cc2cccc([N+](=O)[O-])c2)c1=O)N1CCc2ccccc2C1	9	0	2	13	-3	4	-2	1
Cc1ccccc1CNc1nc(N)n(-c2ccccc2)n1	10	1	3	4	-1	-5	-10	-5
O=C(NCc1cccnc1)Nc1ccc(Cl)cc1	8	1	-10	2	-6	0	-5	-1
C[C@]1(CO)CCC[C@@]2(C)C1CC[C@@H](CO)[C@@H]2CCc1ccoc1 (stereo partly drawn)	2	0	5	2	-3	-1	14	1
O=C1CC(c2ccccc2Cl)CC(O)=C1C=NCCCO (stereo not drawn)	14	0	8	-5	-5	-2	-11	-2
Nc1nc2c3ccccc3nc(Cc3ccccc3)n2n1	-8	1	3	-15	2	7	8	-4
Cc1ccc(Cn2nnc3c(=O)n(CC(=O)NCc4ccc5c(c4)OCO5)cnc32)cc1	1	1	-31	-11	-4	-7	-7	6
Cc1occc(=O)c1OCc1ccc(F)cc1	14	2	-4	0	7	5	4	4
O=C1CCCCN1CCc1c[nH]c2ccccc12	4	-1	8	-2	-1	6	-1	-6
O=C(Cc1ccc([N+](=O)[O-])cc1)c1ccc(O)cc1O	21	3	-12	5	-7	8	8	0
